697 NFkB inh: lowers PMA/ionomycin-induced NF-kB signal in 697 B cells; 697 B-cell NF-kB luciferase reporter, 16 h; inhibition, % at 4 µM; actives 0.33% (n = 330,000); AID 435022; in the data active = inhibition above about 35%
Jurkat NFkB inh: lowers PMA/ionomycin-induced NF-kB signal in Jurkat cells | PMA/ionomycin-induced NF-kB luciferase reporter, luminescence | actives 0.53% (n = 330,000) | inhibition, % at 4 µM; in the data active = inhibition above about 50%
Mdm2 MdmX PPI: disrupts the human Mdm2-MdmX interaction; AID 485346; O15151+Q00987; inhibition, % at 8 µM; actives 3% (n = 330,000); SaOS-2 split-luciferase Mdm2/MdmX complementation, luminescence;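 active = inhibition of at least 50% at 8 µM in the primary screen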
APJ ag: agonists of human APJ apelin receptor; actives 0.11% (n = 330,000); CHO-K1 APJ PathHunter beta-arrestin, luminescence; 0% DMSO wells, 100% apelin; P35414; activation, % at 20 µM;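 active = activation more than six SD over the plate average, tested at 20 µM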;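 note: 0% = DMSO alone and 100% = apelin-13 at 10 nM; some results filed as inactive read as strong as hits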
Target sequence (P35414 whole entry, looked up): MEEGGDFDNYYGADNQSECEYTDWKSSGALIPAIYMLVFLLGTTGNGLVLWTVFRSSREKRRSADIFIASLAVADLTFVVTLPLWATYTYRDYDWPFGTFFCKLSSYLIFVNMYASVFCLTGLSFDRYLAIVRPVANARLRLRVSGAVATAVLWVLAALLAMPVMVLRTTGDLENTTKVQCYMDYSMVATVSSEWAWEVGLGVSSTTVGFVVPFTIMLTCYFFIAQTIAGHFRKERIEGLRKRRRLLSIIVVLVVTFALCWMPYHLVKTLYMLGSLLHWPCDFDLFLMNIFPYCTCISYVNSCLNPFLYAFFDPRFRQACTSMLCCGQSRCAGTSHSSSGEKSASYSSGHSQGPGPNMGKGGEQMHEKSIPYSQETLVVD
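assay system = CHO-K1 APJ beta-arrestin complementation cell line | input = cell density 1000 per well | dosing = compound 20 µM once, DMSO 1% | timing = compound 90 min 25 °C, reagent 1 h | measured by = luminescence from split beta-galactosidase complementation, Galacton Star/Emerald II substrate | read-out basis = APJ agonist activity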
CHOP UPR activ: activators of apoptotic arm of unfolded protein response (CHOP). CHO-CHOP luciferase reporter, UPR activation, luminescence; percent of tunicamycin response over DMSO baseline. activation, % at 10 µM. actives 0.34% (n = 330,000). AID 449763;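 active = at 10 µM dose, activation of 40% or more, normalized to positive control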;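 note: 100% = tunicamycin at 10 µg/mL and 0% = DMSO alone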
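Assay system: CHO cells with stable CHOP pathway luciferase reporter; Buffer or medium: F12 plus 10% serum; Times: 16-18 h cell attachment, then 6 h compound exposure, 37 °C; Signal: luciferase luminescence; Read-out basis: percent activation relative to tunicamycin control; Control set: tunicamycin high control, DMSO low control.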
UPR XBP1 act: activators of adaptive arm of unfolded protein response (XBP1); actives 0.33% (n = 330,000); activation, % at 20 µM; AID 463104; CHO-XBP1 luciferase reporter, IRE1-XBP1 UPR activation, luminescence; percent of tunicamycin response, DMSO as zero;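 active = versus positive control, 20 µM dose yields 30% or more activation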;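 note: 100% = tunicamycin at 10 µg/mL and 0% = DMSO only wells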
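Material: IRE1-XBP1 luciferase reporter CHO line / Quantity: one thousand reporter cells per well / Buffer or medium: F12 with 10% serum / Compound: 20 µM single concentration, DMSO 1% / Times: 6 h treatment, 37 °C / Detection: Steady-Glo luciferase glow luminescence, 10 min after reagent addition / Benchmarks: tunicamycin high, DMSO low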
APJ antagonist: APJ receptor antagonism; AID 2521; CHO-K1 APJ beta-arrestin complementation, luminescence; inhibition, % at 20 µM; P35414; actives 0.32% (n = 330,000);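 active = inhibition above about 40% at 20 µM, limit read from the data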;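 note: cells challenged with 10 nM apelin-13 agonist together with compound; plate controls were apelin-13 plus DMSO wells for no effect and DMSO wells lacking apelin-13 for full effect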
tim23-1 inh: tim23-1 yeast growth inhibition; S. cerevisiae tim23-1 growth, BacTiter-Glo luminescence, 24 h; inhibition, % at 20 µM; actives 1.3% (n = 330,000);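 active = growth inhibition of the mutant yeast at or above 50%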;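 note: temperature-sensitive mutant grown at 25 °C; plate controls were DMSO-treated mutant yeast for no effect and medium wells lacking yeast for full effect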
* marks the source's active call; other numbers are inactive results. Only part of the results is shown; count on the stated rates, not on these rows.

For O=C(c1ccccc1)C1NC1c1ccccc1 (configuration not stated) the results were 697 NFkB inh -39, Jurkat NFkB inh -24, Mdm2 MdmX PPI -9, APJ ag 0, CHOP UPR activ 2.3, UPR XBP1 act 6, APJ antagonist 11 and tim23-1 inh 11.
For O=C(O)c1ccc(N=Cc2c(O)n(Cc3ccc(F)cc3)c(=O)[nH]c2=O)cc1 the results were 697 NFkB inh 21, Jurkat NFkB inh 17, Mdm2 MdmX PPI -7, APJ ag -4, CHOP UPR activ 0.4, UPR XBP1 act -2, APJ antagonist 4 and tim23-1 inh -8.
Screening Cc1c(C(=O)C(=O)N2CCOCC2)c2ccccc2n1Cc1ccccc1 returned 697 NFkB inh -16, Jurkat NFkB inh 3, Mdm2 MdmX PPI -7, APJ ag -5, CHOP UPR activ 0.7, UPR XBP1 act -2, APJ antagonist -36 and tim23-1 inh 6.
O=P(Nc1ccccc1)(Nc1ccccc1)Oc1ccccc1 was read as 697 NFkB inh 5, Jurkat NFkB inh -5, Mdm2 MdmX PPI -22, APJ ag -3, CHOP UPR activ -0.4, UPR XBP1 act 2, APJ antagonist 0 and tim23-1 inh 11.
Screening CCOc1ccc2[nH]c(=O)c(CN(CCO)C3(c4nnnn4C4CCCCC4)CCCCC3)cc2c1 returned 697 NFkB inh 10, Jurkat NFkB inh 3, Mdm2 MdmX PPI 14, APJ ag 6, CHOP UPR activ -0.2, UPR XBP1 act -2, APJ antagonist 23 and tim23-1 inh 2.
`COC(=O)[C@H]1C[C@@H]1[C@H](NP(=O)(c1ccccc1)c1ccccc1)c1ccccc1` gave 697 NFkB inh 12, Jurkat NFkB inh 0, Mdm2 MdmX PPI 23, APJ ag -1, CHOP UPR activ 1.4, UPR XBP1 act -2, APJ antagonist 1 and tim23-1 inh 12.
`COc1ccccc1CCNCc1cc2c(cc1[N+](=O)[O-])OCO2` gave 697 NFkB inh 3, Jurkat NFkB inh -10, Mdm2 MdmX PPI 5, APJ ag 3, CHOP UPR activ 0.3, UPR XBP1 act 1, APJ antagonist -3 and tim23-1 inh 7.
Screening CCN1CCC(O)(c2ccccc2)C(C(=O)c2ccccc2)C1 (configuration not stated) returned 697 NFkB inh 3, Jurkat NFkB inh -7, Mdm2 MdmX PPI 6, APJ ag -3, CHOP UPR activ 1.1, UPR XBP1 act 1, APJ antagonist 14 and tim23-1 inh 8.
`COC(=O)C1=C(c2ccc(F)cc2F)C[C@@H]2CC[C@H]1N2C(=O)NC(C)C` gave 697 NFkB inh 2, Jurkat NFkB inh -10, Mdm2 MdmX PPI 21, APJ ag -3, CHOP UPR activ -2.3, UPR XBP1 act -2, APJ antagonist 1 and tim23-1 inh 4.
For N#CC(c1cccnc1)N1CCOCC1 (configuration not stated) the results were 697 NFkB inh 5, Jurkat NFkB inh 6, Mdm2 MdmX PPI -8, APJ ag -2, CHOP UPR activ 1.6, UPR XBP1 act -2, APJ antagonist -10 and tim23-1 inh 7.
Cc1cccc(CN2CCCC(C(=O)c3cccc(OC(C)C)c3)C2)n1 (configuration not stated) was read as 697 NFkB inh 0, Jurkat NFkB inh -9, Mdm2 MdmX PPI 11, APJ ag -5, CHOP UPR activ -0.8, UPR XBP1 act 2, APJ antagonist 11 and tim23-1 inh 12.
CCOc1ccc(Br)c(C2(O)CC(C)N(C)CC2C)c1 (configuration not stated) was read as 697 NFkB inh -18, Jurkat NFkB inh -4, Mdm2 MdmX PPI 1, APJ ag -3, CHOP UPR activ -0.4, UPR XBP1 act 0, APJ antagonist 5 and tim23-1 inh 3.
`COCCN(C(=O)COC(=O)Cc1ccccc1)c1c(N)n(Cc2ccccc2)c(=O)[nH]c1=O` gave 697 NFkB inh 21, Jurkat NFkB inh 3, Mdm2 MdmX PPI -5, APJ ag -5, CHOP UPR activ -1.3, UPR XBP1 act 1, APJ antagonist 3 and tim23-1 inh -15.
Screening O/N=C/c1c[nH]c2ccccc12 returned 697 NFkB inh 1, Jurkat NFkB inh -10, Mdm2 MdmX PPI 11, APJ ag -3, CHOP UPR activ -1.4, UPR XBP1 act -4, APJ antagonist 14 and tim23-1 inh 13.
`CCOC(=O)C(O)(c1ccc(N(CC)C(=O)COc2ccccc2)cc1)C(F)(F)F` (configuration not stated) gave 697 NFkB inh 17, Jurkat NFkB inh 6, Mdm2 MdmX PPI 14, APJ ag -3, CHOP UPR activ 0.1, UPR XBP1 act 2, APJ antagonist 1 and tim23-1 inh 21.
For CC(=NCCC1=CCCCC1)c1c(O)n(-c2ccccc2)c(=O)[nH]c1=O the results were 697 NFkB inh 0, Jurkat NFkB inh 10, Mdm2 MdmX PPI 34, APJ ag -2, CHOP UPR activ -0.3, UPR XBP1 act -5, APJ antagonist 9 and tim23-1 inh -2.
Screening CCN1CCN(c2ccc(NC(C)=O)cc2Cl)CC1 returned 697 NFkB inh 12, Jurkat NFkB inh -12, Mdm2 MdmX PPI 10, APJ ag -2, CHOP UPR activ -1.7, UPR XBP1 act 3, APJ antagonist 4 and tim23-1 inh -7.
`CCOC(=O)C(O)(c1ccc(NC(=O)c2ccc(Cl)c(Cl)c2)cc1)C(F)(F)F` (configuration not stated) gave 697 NFkB inh 8, Jurkat NFkB inh 5, Mdm2 MdmX PPI 20, APJ ag -3, CHOP UPR activ 2.2, UPR XBP1 act -1, APJ antagonist 6 and tim23-1 inh 57*.
`CCN(CC)C(=O)c1ccc(NC(=O)c2sccc2-c2ccccc2)cc1` gave 697 NFkB inh 10, Jurkat NFkB inh -4, Mdm2 MdmX PPI -22, APJ ag -7, CHOP UPR activ 1.6, UPR XBP1 act -2, APJ antagonist 23 and tim23-1 inh 17.
`O=C1CN=C(c2ccccc2)c2cc(Cl)ccc2N1` gave 697 NFkB inh 23, Jurkat NFkB inh -3, Mdm2 MdmX PPI 7, APJ ag -3, CHOP UPR activ -1.0, UPR XBP1 act -3, APJ antagonist 9 and tim23-1 inh -6.
For N=C1c2ccccc2CN1NC(=O)C1CC1 the results were 697 NFkB inh -21, Jurkat NFkB inh -6, Mdm2 MdmX PPI 5, APJ ag -2, CHOP UPR activ 1.3, UPR XBP1 act 1, APJ antagonist -9 and tim23-1 inh -1.
`COc1ccc(OC)c(N2C(=O)NC(=O)C3(Cc4cc(C)ccc4N(C)C3)C2=O)c1` (configuration not stated) gave 697 NFkB inh 1, Jurkat NFkB inh 8, Mdm2 MdmX PPI 3, APJ ag 0, CHOP UPR activ -1.8, UPR XBP1 act 0, APJ antagonist 8 and tim23-1 inh -4.
For CC(=O)Nc1ccccc1C(=O)OCc1ccc(C(=O)c2ccccc2)cc1 the results were 697 NFkB inh -27, Jurkat NFkB inh 7, Mdm2 MdmX PPI -22, APJ ag -3, CHOP UPR activ 0.8, UPR XBP1 act 1, APJ antagonist 8 and tim23-1 inh 20.
Screening Cc1c(NP(=S)(C(C)(C)C)C(C)(C)C)c(=O)n(-c2ccccc2)n1C returned 697 NFkB inh 11, Jurkat NFkB inh 0, Mdm2 MdmX PPI -6, APJ ag -3, CHOP UPR activ 0.3, UPR XBP1 act -2, APJ antagonist 7 and tim23-1 inh 7.
For CC/C(=N\N1CCCCCC1)c1c(O)n(-c2ccccc2C)c(=O)[nH]c1=O the results were 697 NFkB inh -19, Jurkat NFkB inh 5, Mdm2 MdmX PPI 17, APJ ag -2, CHOP UPR activ -0.3, UPR XBP1 act -2, APJ antagonist -7 and tim23-1 inh 10.
Screening CCCNC(=O)N1[C@H]2CC[C@@H]1C(C(=O)OC)=C(c1ccc(F)cc1OCc1ccccc1)C2 returned 697 NFkB inh 10, Jurkat NFkB inh -25, Mdm2 MdmX PPI 18, APJ ag -3, CHOP UPR activ -1.1, UPR XBP1 act 2, APJ antagonist -7 and tim23-1 inh 24.
For COc1cc(CN2CCCC(C(=O)c3sccc3C)C2)cc(OC)c1O (configuration not stated) the results were 697 NFkB inh -15, Jurkat NFkB inh -2, Mdm2 MdmX PPI 21, APJ ag 0, CHOP UPR activ -1.9, UPR XBP1 act 1, APJ antagonist -12 and tim23-1 inh -2.
COc1ccc(C2N(c3cc(C)on3)C(=O)C3CCCN32)cc1 (configuration not stated) was read as 697 NFkB inh 6, Jurkat NFkB inh -14, Mdm2 MdmX PPI 16, APJ ag -3, CHOP UPR activ -0.4, UPR XBP1 act 1, APJ antagonist -2 and tim23-1 inh 3.
For CCN(CC)C(=O)c1ccc(NC(=O)c2ccc(-c3nn(C)c(=O)c4ccccc34)cc2)cc1 the results were 697 NFkB inh 15, Jurkat NFkB inh 24, Mdm2 MdmX PPI 32, APJ ag 1, CHOP UPR activ -0.1, UPR XBP1 act 2, APJ antagonist 7 and tim23-1 inh -3.
For CN1CC[C@@]23CCCC[C@@H]2[C@@H]1Cc1ccc(O)cc13 the results were 697 NFkB inh -21, Jurkat NFkB inh 4, Mdm2 MdmX PPI 36, APJ ag 5, CHOP UPR activ 2.4, UPR XBP1 act -5, APJ antagonist 13 and tim23-1 inh 4.
For Cc1ccc(NP(=O)(c2ccccc2)c2nc3ccccc3s2)cc1 (configuration not stated) the results were 697 NFkB inh -17, Jurkat NFkB inh -24, Mdm2 MdmX PPI -2, APJ ag -1, CHOP UPR activ 2.3, UPR XBP1 act -4, APJ antagonist 3 and tim23-1 inh 25.
Screening Cc1ccc(N2C(=O)CC(=O)NC2=O)cc1 returned 697 NFkB inh 17, Jurkat NFkB inh -6, Mdm2 MdmX PPI -35, APJ ag -3, CHOP UPR activ 0.1, UPR XBP1 act 0, APJ antagonist 1 and tim23-1 inh -2.
CC(C)c1ccc(-n2c(O)c(C=NCCN3CCNCC3)c(=O)[nH]c2=S)cc1 was read as 697 NFkB inh 7, Jurkat NFkB inh -4, Mdm2 MdmX PPI 8, APJ ag 0, CHOP UPR activ 5.5, UPR XBP1 act 0, APJ antagonist 19 and tim23-1 inh 4.
For O=P1(Nc2ccc(F)cc2)COc2ccccc2OC1 the results were 697 NFkB inh -2, Jurkat NFkB inh 10, Mdm2 MdmX PPI -14, APJ ag -4, CHOP UPR activ 0.5, UPR XBP1 act -1, APJ antagonist 7 and tim23-1 inh -10.
Screening CCn1c(O)c(C=NCCc2c[nH]c3ccccc23)c(=O)[nH]c1=O returned 697 NFkB inh 16, Jurkat NFkB inh -3, Mdm2 MdmX PPI 5, APJ ag -2, CHOP UPR activ -1.1, UPR XBP1 act 3, APJ antagonist -12 and tim23-1 inh -10.
For C[C@]12CC[C@H](OS(=O)(=O)O)CC1=CC[C@@H]1[C@@H]2CC[C@]2(C)C(=O)CC[C@@H]12 the results were 697 NFkB inh -2, Jurkat NFkB inh -10, Mdm2 MdmX PPI 3, APJ ag -3, CHOP UPR activ -1.2, UPR XBP1 act -6, APJ antagonist 1 and tim23-1 inh 8.

Reprinted at random: 3 compounds from above
For O=P1(Nc2ccc(F)cc2)COc2ccccc2OC1 the results were 697 NFkB inh -2, Jurkat NFkB inh 10, Mdm2 MdmX PPI -14, APJ ag -4, CHOP UPR activ 0.5, UPR XBP1 act -1, APJ antagonist 7 and tim23-1 inh -10.
Screening CCCNC(=O)N1[C@H]2CC[C@@H]1C(C(=O)OC)=C(c1ccc(F)cc1OCc1ccccc1)C2 returned 697 NFkB inh 10, Jurkat NFkB inh -25, Mdm2 MdmX PPI 18, APJ ag -3, CHOP UPR activ -1.1, UPR XBP1 act 2, APJ antagonist -7 and tim23-1 inh 24.
For CCN(CC)C(=O)c1ccc(NC(=O)c2ccc(-c3nn(C)c(=O)c4ccccc34)cc2)cc1 the results were 697 NFkB inh 15, Jurkat NFkB inh 24, Mdm2 MdmX PPI 32, APJ ag 1, CHOP UPR activ -0.1, UPR XBP1 act 2, APJ antagonist 7 and tim23-1 inh -3.

Screens as filed in PubChem.
